PREPL inh: inhibits the human prolyl oligopeptidase-like enzyme; hit rate 0.68% among 320,000; recombinant PREPL, fluorescence polarization activity-based probe; inhibition, % at 5.96 µM; Q4J6C6; AID 2751; in the data active means inhibition above about 43%;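 further: 0% = enzyme with DMSO and 100% = wells lacking enzyme; many of its hits are not listed in these tables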
LYPLA2 counter: blocks human lysophospholipase 2, a PME1 counter-screen; O95372; recombinant LYPLA2, FP-Rh probe fluorescence polarization; hit rate 0.38% among 320,000; inhibition, % at 5.9 µM; AID 2177;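 active means inhibition above the screen-wide mean plus 3 SD, limit set per campaign, cut at about 26% in these data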;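 further: 0% = LYPLA2 with DMSO and 100% = wells lacking LYPLA2 enzyme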
PAFAH1B3 FP inh: PAFAH1B3 (human) inhibition; recombinant PAFAH1B3, FP-rhodamine probe, fluorescence polarization; Q15102; hit rate 0.28% among 340,000; inhibition, % at 3.39 µM;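 active means inhibition above the screen-wide average of all tested compounds plus 3 SD, cut at about 25% in these data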;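 further: 0% = enzyme with DMSO only and 100% = wells lacking PAFAH1B3 protein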
Target sequence (Q15102 whole entry, looked up): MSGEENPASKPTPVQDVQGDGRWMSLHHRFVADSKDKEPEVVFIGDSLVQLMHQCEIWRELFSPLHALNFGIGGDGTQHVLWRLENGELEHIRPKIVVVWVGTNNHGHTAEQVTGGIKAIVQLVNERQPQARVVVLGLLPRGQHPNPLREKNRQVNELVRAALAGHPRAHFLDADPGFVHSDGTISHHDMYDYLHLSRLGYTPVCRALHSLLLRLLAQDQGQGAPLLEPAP
EBNA-1 inhibitor: blocks EBNA-1 binding to DNA; EBNA-1 DNA binding, fluorescence polarization; inhibition, % at 14.8 µM; hit rate 0.34% among 300,000; AID 1950; in the data active means inhibition above about 28%
GSTO1 inh: GSTO1 inhibition, counter-screen for RBBP9 inhibitors; P78417; AID 1974; hit rate 1.1% among 300,000; recombinant GSTO1, activity-based probe fluorescence polarization; inhibition, % at 5.96 µM;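 active means inhibition above the campaign mean inhibition plus 3 SD, cut at about 35% in these data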;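 further: 0% = GSTO1-1 with DMSO and 100% = wells lacking GSTO1-1 enzyme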
PAFAH2 FP inh: PAFAH2 (human) inhibition; Q99487; inhibition, % at 3.39 µM; hit rate 0.99% among 340,000; recombinant PAFAH2, FP-rhodamine activity probe, fluorescence polarization;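 active means inhibition above the mean over all tested compounds plus 3 SD, cut at about 30% in these data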;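 further: inhibitors block probe labeling of enzyme so polarization drops; 0% = enzyme with DMSO and 100% = wells lacking PAFAH2 protein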
ZTA counter: ZTA (EBV) inhibition in EBNA-1 counter-screen | P03206 | inhibition, % at 11 µM | hit rate 0.15% among 320,000 | ZTA-DNA binding, fluorescence polarization; in the data active means inhibition above about 33%
PAD4 FP inh: inhibitors of human PAD4 | Q9UM07 | recombinant PAD4, RCA probe fluorescence polarization | inhibition, % at 6.36 µM | hit rate 0.41% among 330,000 | AID 485272;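 active means percent inhibition above a cutoff equal to the mean of all tested compounds plus 3 SD, cut at about 15% in these data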;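 further: 0% = PAD4 with RCA probe and DMSO and 100% = probe without PAD4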
Target sequence (Q9UM07 whole entry, looked up): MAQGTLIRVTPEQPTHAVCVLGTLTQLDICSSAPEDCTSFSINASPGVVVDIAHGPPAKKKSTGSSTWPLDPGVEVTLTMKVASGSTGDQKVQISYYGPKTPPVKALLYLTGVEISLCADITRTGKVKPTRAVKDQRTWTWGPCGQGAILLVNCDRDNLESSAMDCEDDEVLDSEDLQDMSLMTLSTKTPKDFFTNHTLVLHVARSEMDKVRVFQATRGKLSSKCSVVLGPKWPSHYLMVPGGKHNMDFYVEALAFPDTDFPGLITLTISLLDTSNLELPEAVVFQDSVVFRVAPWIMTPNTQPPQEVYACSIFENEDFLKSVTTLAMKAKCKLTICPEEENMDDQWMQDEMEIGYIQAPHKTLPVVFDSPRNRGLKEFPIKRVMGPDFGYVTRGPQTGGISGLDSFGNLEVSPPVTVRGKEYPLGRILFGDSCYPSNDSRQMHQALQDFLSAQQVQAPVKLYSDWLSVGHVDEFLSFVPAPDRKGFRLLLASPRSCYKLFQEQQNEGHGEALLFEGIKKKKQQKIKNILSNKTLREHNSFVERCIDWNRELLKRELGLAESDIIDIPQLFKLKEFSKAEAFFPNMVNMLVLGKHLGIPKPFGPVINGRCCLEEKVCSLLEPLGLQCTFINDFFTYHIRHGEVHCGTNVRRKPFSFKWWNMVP
LYPLA1 inh: LYPLA1 (human) inhibition in PME1 counter-screen; recombinant LYPLA1, FP-Rh probe fluorescence polarization; AID 2174; inhibition, % at 5.9 µM; hit rate 0.16% among 320,000; O75608;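 active means inhibition above the mean of all tested compounds plus 3 SD, set per campaign, cut at about 14% in these data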;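 further: inhibitors block serine hydrolase probe labeling of LYPLA1 so polarization falls; 0% = enzyme with DMSO and 100% = wells lacking LYPLA1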
An asterisk follows results filed as active; · = no result given. An excerpt; the hit share may differ from the screen's.

SMILES	PREPL inh	LYPLA2 counter	PAFAH1B3 FP inh	EBNA-1 inhibitor	GSTO1 inh	PAFAH2 FP inh	ZTA counter	PAD4 FP inh	LYPLA1 inh
CCOC(=O)C1=C(O)CSC1=Nc1ccc(Cl)cc1	8	-11	2	12	-8	-8	7	-2	-1
Cc1nc2ccc(NC(=O)c3c(-c4ccccc4)noc3C)cc2s1	-6	6	-2	4	-4	1	-3	1	0
O=C(Nc1cc(=O)[nH]c2nc(-c3ccc(Cl)cc3)nn12)c1ccccc1	7	-8	·	-8	6	·	5	-2	-2
CN1CCN(C(=O)CSc2cc(=O)n(C)c3ccccc23)CC1	-7	4	1	5	2	11	-14	1	-2
CCC(=O)c1cc2c(C)cc(=O)oc2c(C)c1OC	-1	5	6	3	7	3	2	0	1
CCN(CC)c1ccc(S(=O)(=O)N2CCOCC2)cc1NC(=O)COC(=O)c1ccco1	6	-2	8	-5	12	29	13	-2	-1
CCCC(=O)C1=C(O)C(C(=O)OC)C(C)(C)CC1=NC (stereo not drawn)	2	0	1	10	4	11	-8	1	-1
CCN(CC)C(=O)CSc1nc(-c2ccccc2)ccc1C#N	11	3	1	-1	3	15	0	-4	4
Oc1ccc(-c2csc(Nc3ncccn3)n2)c(O)c1	-1	-7	11	1	21	3	8	-4	0
O=C(O)c1ccc2c(c1)C(=O)N(c1cccc(-c3nc4ccccc4s3)c1)C2=O	6	0	-1	15	-8	5	15	-1	3
CC(=O)[C@@]1(O)CC[C@H]2[C@@H]3C[C@H](C)C4=CC(=O)CC[C@]4(C)[C@H]3CC[C@@]21C	2	1	3	-12	2	2	7	1	0
CCN(C(=O)COC(=O)c1cc(=O)[nH]c2ccccc12)C1CCS(=O)(=O)C1 (stereo not drawn)	11	2	7	-11	7	6	1	-8	-2
Cc1noc(N)c1C1(O)C(=O)N(C(C)C)c2ccccc21 (stereo not drawn)	-5	-6	1	-11	4	-4	-9	-6	-2
Cc1ccc(C(C)(C)NC(=O)C2CCC(=O)N(CCCN3CCOCC3)C2)cc1 (stereo not drawn)	-2	-4	11	-3	5	5	8	-7	-3
COc1ccccc1N(CC(=O)NC(C)C)S(=O)(=O)c1cccs1	11	11	-1	7	4	0	-2	2	0
O=C(c1cc(Cl)ccc1Cl)N1CCN(c2ccccn2)CC1	21	1	8	8	-6	0	3	-2	3
CC(C)Cc1nnc(NC(=O)c2ccc3c(c2)NC(=O)C(C)S3)s1 (stereo not drawn)	7	1	9	-2	11	-4	-8	-1	-1
Cc1cc(NC(=O)c2ccc(NC(=O)C3CCCO3)cc2)ccc1Br (stereo not drawn)	6	-6	1	-7	-8	-12	-5	1	-13
CC(C)CCn1c(=O)c2ccccc2n2c(CN3CCOCC3)nnc12	5	2	5	7	2	1	-2	-4	-2
COCCN(C(=O)CSc1n[nH]c(-c2ccccc2)n1)c1c(N)n(Cc2ccccc2)c(=O)[nH]c1=O	5	-1	2	13	7	7	7	-3	1
CCCCN(C(=O)CSc1nnc2ccccn12)c1c(N)n(Cc2ccccc2)c(=O)[nH]c1=O	-8	-1	10	5	3	1	0	-3	1
CCCCOC(=O)Cn1c(=O)c2c(nc(Br)n2Cc2ccccc2)n(C)c1=O	16	1	2	2	-5	5	1	-1	0
CCCOc1ccc(OCCOCCNCc2ccccc2)cc1	-9	9	-1	-4	0	8	2	-7	3
CCCCCCN1N=C(C)C(C(=O)c2ccc(Cl)cc2)C1=O (stereo not drawn)	6	-3	6	4	2	7	5	-16	-1
CC(C(=O)Nc1ccc(S(=O)(=O)N2CCCC2)cc1)N1CCc2ccccc2C1 (stereo not drawn)	-5	-1	3	·	·	-7	-9	-3	0
Continuation:
SMILES	PREPL inh	LYPLA2 counter	PAFAH1B3 FP inh	EBNA-1 inhibitor	GSTO1 inh	PAFAH2 FP inh	ZTA counter	PAD4 FP inh	LYPLA1 inh
[N-]=[N+]=CC(=O)CNC(=O)[C@@H](Cc1ccccc1)N1C(=O)c2ccccc2C1=O	1	3	4	8	11	1	-6	-2	2
CCC(=O)N1CCc2cc(S(=O)(=O)NCCC(=O)NC3CCCCCC3)ccc21	3	5	7	-3	-1	-4	3	-1	-2
COCc1cc(=O)oc2cc(NC(=O)c3ccc(C(C)(C)C)cc3)ccc12	15	-11	-3	-17	-6	-3	2	-9	-4
Cc1ccc(-c2csc(N(Cc3ccco3)C(=O)c3cccs3)n2)cc1	-4	3	0	-8	-5	-4	-7	1	-5
COc1ccc(C(OCC(O)CN2CCC(O)CC2)c2ccc(OC)cc2)cc1 (stereo not drawn)	24	-2	-3	7	-2	-1	3	-1	0
COc1ccc(NC(=O)CN(C)Cc2c(F)cccc2Cl)cc1S(=O)(=O)N1CCCCC1	24	8	-3	-3	4	-7	-6	0	-2
Cc1ccc(-n2cc3ccc([N+](=O)[O-])cc3n2)cc1	9	-4	7	1	-5	-7	1	-17	-3
CS(=O)(=O)N1CCSC1c1ccc(Br)cc1 (stereo not drawn)	-5	-3	7	8	-2	-2	15	3	-2
O=C(NCCc1ccccc1)c1nc(-c2cccs2)no1	-7	5	-4	-21	-2	4	-8	-2	0
Cc1ccc(-n2cc(CNCCc3cscn3)c(-c3ccc(F)cc3)n2)cc1	-29	-7	1	-13	-6	1	-4	-4	-2
O=C1CSC2(CCCCC2)N1CCO	23	7	5	8	0	6	6	1	-2
Cc1ccccc1-n1c(=O)cc(NCC2CCCO2)[nH]c1=O (stereo not drawn)	-5	-1	16	0	-2	3	-6	8	-4
CCOC(=O)c1c(-c2ccc(C)cc2)csc1NC(=O)C1CC=CCC1C(=O)O (stereo not drawn)	1	0	6	-1	2	2	10	-1	2
COc1ccc(CCNC(=O)C2CCCN(S(=O)(=O)c3cnc[nH]3)C2)cc1OC (stereo not drawn)	-5	11	0	-6	8	5	-10	1	0
Cc1ccc(OCC(=O)Nc2ccc3c(c2)OCO3)cc1C	13	2	6	8	7	0	-5	2	-4
O=C(NC1CCCCC1)c1ccc(S(=O)(=O)N2CCCC2)cc1	1	-1	3	4	0	-5	9	-3	0
COc1ccc(CNC(=O)CN(C(=O)c2ccc(CN3CCOCC3)o2)C2CCCC2)cc1	9	-4	-3	11	2	0	7	0	-2
Cn1ncc(C#N)c1NC(=O)C1CC(c2ccccc2Cl)=NO1 (stereo not drawn)	0	3	·	7	2	·	0	2	4
CCOc1ccccc1NC(=O)CC1Nc2ccccc2NC1=O (stereo not drawn)	10	5	6	-8	-6	5	-10	-6	-6
Cn1c(=O)c2c(-c3ccccc3)n(-c3ccccc3O)cc2n(C)c1=O	5	-1	4	-1	4	3	2	2	3
COc1ccc(OC)c(S(=O)(=O)N2Cc3ccccc3CC2C(=O)Nc2nccs2)c1 (stereo not drawn)	-13	-5	1	-7	-10	-1	21	-5	-2
O=c1[nH]c(SCc2cccc(Cl)c2)nc2[nH]ncc12	-54	-7	-4	4	-8	12	11	-1	-3
Cc1cc(Br)ccc1OCCCCNC(C)(C)C	7	-4	-2	7	-1	2	9	-2	-1
C/C(=N\NC(=O)CSc1nnc(C)s1)c1ccc(O)cc1	-2	-3	6	2	4	0	-5	-3	0
Cc1cccc(C)c1OCc1cc(C(=O)N(C)Cc2nc3ccccc3[nH]2)no1	-8	1	-5	-6	6	1	-8	-3	-2
Next structures follow.
SMILES	PREPL inh	LYPLA2 counter	PAFAH1B3 FP inh	EBNA-1 inhibitor	GSTO1 inh	PAFAH2 FP inh	ZTA counter	PAD4 FP inh	LYPLA1 inh
O=C(C1CCC(=O)N(C2CC2)C1)N(CCO)Cc1ccccc1 (stereo not drawn)	-5	-2	8	-8	3	1	-6	2	-1
CC(=O)C1=C(O)C(=O)N(c2nnn(C)n2)C1c1cccs1 (stereo not drawn)	4	-2	5	1	-1	2	2	1	-1
COCCN(C(=O)Cc1cccs1)C(C(=O)NC1CCCC1)c1cc(OC)c(OC)c(OC)c1 (stereo not drawn)	3	-3	4	11	-2	1	-7	-3	2
CCOCc1nnc(NC(=O)C2CC(=O)N(CCc3ccc(F)cc3)C2)s1 (stereo not drawn)	-9	3	-3	-7	-3	-7	13	1	-5
COc1cc(C(=O)NNC(=S)NC(=O)c2ccc3c(c2)OCO3)cc(OC)c1OC	6	2	·	0	6	·	4	-1	1
Clc1cccc(C2Nc3cccc4cccc(c34)N2)c1	10	-7	17	-14	32	-1	2	1	-11
Cc1csc(=O)n1CCC(=O)OC(C)C(=O)Nc1ccc(N2CCOCC2)cc1 (stereo not drawn)	1	2	4	·	·	-2	3	-2	-2
O=C(Cc1c(F)cccc1Cl)Nc1ccc(-n2cnnn2)cc1	1	0	11	8	-5	-3	-5	-3	-6
Nc1nnnn1/N=C/c1ccc(F)cc1	20	8	8	-6	3	-2	52*	-3	-1
O=C(Nc1ccc(O)cc1)N1CCOCC1	17	-7	4	-7	7	6	5	-7	-1

12 structures out of the list, arranged by molecular weight, lowest first.
SMILES	PREPL inh	LYPLA2 counter	PAFAH1B3 FP inh	EBNA-1 inhibitor	GSTO1 inh	PAFAH2 FP inh	ZTA counter	PAD4 FP inh	LYPLA1 inh
Cc1ccc(-n2cc3ccc([N+](=O)[O-])cc3n2)cc1	9	-4	7	1	-5	-7	1	-17	-3
CS(=O)(=O)N1CCSC1c1ccc(Br)cc1 (stereo not drawn)	-5	-3	7	8	-2	-2	15	3	-2
CN1CCN(C(=O)CSc2cc(=O)n(C)c3ccccc23)CC1	-7	4	1	5	2	11	-14	1	-2
CC(=O)[C@@]1(O)CC[C@H]2[C@@H]3C[C@H](C)C4=CC(=O)CC[C@]4(C)[C@H]3CC[C@@]21C	2	1	3	-12	2	2	7	1	0
Cn1c(=O)c2c(-c3ccccc3)n(-c3ccccc3O)cc2n(C)c1=O	5	-1	4	-1	4	3	2	2	3
CC(C)CCn1c(=O)c2ccccc2n2c(CN3CCOCC3)nnc12	5	2	5	7	2	1	-2	-4	-2
CC(C)Cc1nnc(NC(=O)c2ccc3c(c2)NC(=O)C(C)S3)s1 (stereo not drawn)	7	1	9	-2	11	-4	-8	-1	-1
[N-]=[N+]=CC(=O)CNC(=O)[C@@H](Cc1ccccc1)N1C(=O)c2ccccc2C1=O	1	3	4	8	11	1	-6	-2	2
CCOCc1nnc(NC(=O)C2CC(=O)N(CCc3ccc(F)cc3)C2)s1 (stereo not drawn)	-9	3	-3	-7	-3	-7	13	1	-5
CC(C(=O)Nc1ccc(S(=O)(=O)N2CCCC2)cc1)N1CCc2ccccc2C1 (stereo not drawn)	-5	-1	3	·	·	-7	-9	-3	0
COc1cc(C(=O)NNC(=S)NC(=O)c2ccc3c(c2)OCO3)cc(OC)c1OC	6	2	·	0	6	·	4	-1	1
COc1ccc(CNC(=O)CN(C(=O)c2ccc(CN3CCOCC3)o2)C2CCCC2)cc1	9	-4	-3	11	2	0	7	0	-2

Assay outcomes: PubChem, The Scripps Research Institute Molecular Screening Center
